# NSD2 block: inhibitors of human NSD2, primary screen, biochemical, plate reader, single point | NSD2-SET H3K36me1 DELFIA fluorescence | inhibition, % at 12.5 µM | hit rate 0.07% among 44,000 | Histone-lysine N-methyltransferase NSD2 (Homo sapiens), O96028; in the data active = inhibition above about 54%, passing the limit was not always enough;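 note: inhibitors reduce the monomethyl H3K36 fluorescence signal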
# Target sequence (O96028 whole entry, looked up): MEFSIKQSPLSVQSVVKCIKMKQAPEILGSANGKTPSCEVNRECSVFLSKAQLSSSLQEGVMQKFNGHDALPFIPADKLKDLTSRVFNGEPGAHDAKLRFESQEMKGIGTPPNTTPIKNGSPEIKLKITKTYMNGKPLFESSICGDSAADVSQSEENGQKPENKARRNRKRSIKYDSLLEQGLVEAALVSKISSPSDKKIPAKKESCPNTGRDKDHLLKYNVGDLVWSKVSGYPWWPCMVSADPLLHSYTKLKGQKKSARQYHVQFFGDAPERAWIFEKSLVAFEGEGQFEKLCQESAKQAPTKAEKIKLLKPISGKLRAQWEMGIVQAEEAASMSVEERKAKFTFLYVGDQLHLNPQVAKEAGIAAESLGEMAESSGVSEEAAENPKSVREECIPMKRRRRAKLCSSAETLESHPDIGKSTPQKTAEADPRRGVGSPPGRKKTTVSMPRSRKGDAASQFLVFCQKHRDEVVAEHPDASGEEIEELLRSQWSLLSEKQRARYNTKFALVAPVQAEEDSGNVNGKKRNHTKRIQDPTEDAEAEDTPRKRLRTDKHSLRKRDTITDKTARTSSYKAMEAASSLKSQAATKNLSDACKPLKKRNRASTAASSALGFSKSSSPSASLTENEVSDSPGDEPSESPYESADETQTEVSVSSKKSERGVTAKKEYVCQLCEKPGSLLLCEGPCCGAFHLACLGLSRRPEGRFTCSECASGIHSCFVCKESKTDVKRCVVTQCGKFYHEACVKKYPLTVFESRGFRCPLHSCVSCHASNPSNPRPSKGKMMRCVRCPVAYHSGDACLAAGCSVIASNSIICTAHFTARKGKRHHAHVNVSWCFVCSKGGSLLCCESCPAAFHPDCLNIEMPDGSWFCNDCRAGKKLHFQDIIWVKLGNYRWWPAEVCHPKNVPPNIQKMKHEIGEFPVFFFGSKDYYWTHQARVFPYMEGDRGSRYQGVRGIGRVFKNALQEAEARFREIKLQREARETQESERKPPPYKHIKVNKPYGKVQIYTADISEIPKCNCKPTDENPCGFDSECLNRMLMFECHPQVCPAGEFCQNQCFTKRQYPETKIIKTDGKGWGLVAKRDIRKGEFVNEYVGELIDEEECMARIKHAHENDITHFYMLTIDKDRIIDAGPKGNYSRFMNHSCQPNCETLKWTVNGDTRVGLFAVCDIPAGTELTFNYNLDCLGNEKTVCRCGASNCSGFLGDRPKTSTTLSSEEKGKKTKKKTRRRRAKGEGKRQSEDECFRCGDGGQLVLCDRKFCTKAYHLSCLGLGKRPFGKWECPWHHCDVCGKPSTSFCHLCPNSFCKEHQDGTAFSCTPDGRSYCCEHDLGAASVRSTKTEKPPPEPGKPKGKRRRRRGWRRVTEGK
# An asterisk follows results filed as active; i = inactive.
# Preview:
Compound | NSD2 block
C[C@H](CO)N1C[C@H](C)[C@H](CN(C)C(=O)OCc2ccccc2)OCc2cn(nn2)CCCC1=O | 15
C[C@H]1CN([C@@H](C)CO)C(=O)c2cccc(NC(=O)C3CC3)c2O[C@H]1CN(C)Cc1ccc2c(c1)OCO2 | -7
C=CCNC(=O)[C@H]1[C@@H]2C(=O)O[C@@H](c3ccccc3)[C@@H](c3ccccc3)N2[C@@H](c2ccccc2OCCO)[C@]12C(=O)N(C(=O)OCCOC)c1ccc(C#Cc3ccc(OC)cc3)cc12 | -5
C[C@H]1CN([C@@H](C)CO)C(=O)Cc2cc(NC(=O)Cc3cn(C)c4ccccc34)ccc2O[C@@H]1CN(C)C(=O)Nc1ccc(C(F)(F)F)cc1 | -8
C[C@H]1CN([C@@H](C)CO)S(=O)(=O)c2ccc(C#Cc3ccc(F)cc3)cc2O[C@@H]1CN(C)S(=O)(=O)c1ccc(F)cc1 | -10
c1cc(-c2nc(-c3ccc4c(c3)OCCCO4)cs2)ccc1-c1csnn1 | 0
CCCC#Cc1cnc2c(c1)C(=O)N([C@H](C)CO)C[C@H](C)[C@@H](CN(C)Cc1ccccc1)O2 | -4

# All compounds of this part, from the start:
Compound | NSD2 block
C[C@H](CO)N1C[C@H](C)[C@H](CN(C)C(=O)OCc2ccccc2)OCc2cn(nn2)CCCC1=O | 15
C[C@H]1CN([C@@H](C)CO)C(=O)c2cccc(NC(=O)C3CC3)c2O[C@H]1CN(C)Cc1ccc2c(c1)OCO2 | -7
C=CCNC(=O)[C@H]1[C@@H]2C(=O)O[C@@H](c3ccccc3)[C@@H](c3ccccc3)N2[C@@H](c2ccccc2OCCO)[C@]12C(=O)N(C(=O)OCCOC)c1ccc(C#Cc3ccc(OC)cc3)cc12 | -5
C[C@H]1CN([C@@H](C)CO)C(=O)Cc2cc(NC(=O)Cc3cn(C)c4ccccc34)ccc2O[C@@H]1CN(C)C(=O)Nc1ccc(C(F)(F)F)cc1 | -8
C[C@H]1CN([C@@H](C)CO)S(=O)(=O)c2ccc(C#Cc3ccc(F)cc3)cc2O[C@@H]1CN(C)S(=O)(=O)c1ccc(F)cc1 | -10
c1cc(-c2nc(-c3ccc4c(c3)OCCCO4)cs2)ccc1-c1csnn1 | 0
CCCC#Cc1cnc2c(c1)C(=O)N([C@H](C)CO)C[C@H](C)[C@@H](CN(C)Cc1ccccc1)O2 | -4
C[C@@H]1CN([C@@H](C)CO)C(=O)c2cc(-c3cccc(F)c3)cnc2O[C@@H]1CN(C)Cc1ccccn1 | 6

Compound | NSD2 block
C[C@H](CO)N1C[C@H](C)[C@H](CN(C)Cc2ccc3c(c2)OCO3)Oc2ccc(NC(=O)C3CC3)cc2CC1=O | 0
COC(=O)C[C@@H]1C[C@H]2c3cc(NC(=O)CN(C)C)ccc3O[C@H]2[C@H](CO)O1 | 6
COc1ccc(S(=O)(=O)N(C)C[C@@H]2Oc3ccc(NC(=O)Nc4cccc5ccccc45)cc3C(=O)N([C@H](C)CO)C[C@H]2C)cc1 | 0
COC(=O)c1c2oc(c1C(=O)OC)C(=O)N(C)Cc1cn(nn1)C[C@@H](Cc1ccccc1)NC(=O)N[C@H](CO)CC2 | 4
C[C@H](CO)N1C[C@H](C)[C@H](CN(C)Cc2ccc(-c3ccccc3)cc2)Oc2ccc(NC(=O)C3CCCCC3)cc2C1=O | 12
Cc1ccc(CN(C)C[C@@H]2OCc3cn(nn3)CCCC(=O)N([C@H](C)CO)C[C@H]2C)cc1 | 0
C[C@H]1CN([C@@H](C)CO)C(=O)c2cc(NC(=O)c3ccncc3)ccc2O[C@@H]1CN(C)C(=O)Nc1ccc2c(c1)OCO2 | -3
C[C@H]1CN([C@@H](C)CO)C(=O)c2cccc(NC(=O)c3ccncc3)c2O[C@@H]1CN(C)C | 2

# Reformatted: results already given
COC(=O)C[C@@H]1C[C@H]2c3cc(NC(=O)CN(C)C)ccc3O[C@H]2[C@H](CO)O1
  NSD2 block = 6
COc1ccc(S(=O)(=O)N(C)C[C@@H]2Oc3ccc(NC(=O)Nc4cccc5ccccc45)cc3C(=O)N([C@H](C)CO)C[C@H]2C)cc1
  NSD2 block = 0

# (next part)
Compound | NSD2 block
C[C@H]1CN([C@@H](C)CO)S(=O)(=O)c2ccc(-c3cncnc3)cc2O[C@@H]1CN(C)C(=O)CC1CC1 | 6
CC(C)C#Cc1ccc2c(c1)O[C@@H](CN(C)C)[C@H](C)CN([C@@H](C)CO)S2(=O)=O | 0
CCCN(C)C[C@H]1OCCCC[C@H](C)Oc2ccc(NS(=O)(=O)c3ccc(F)cc3)cc2C(=O)N([C@@H](C)CO)C[C@H]1C | -5
C[C@H](CO)N1C[C@H](C)[C@H](CN(C)Cc2ccc3c(c2)OCO3)Oc2c(NC(=O)Nc3ccc4c(c3)OCO4)cccc2C1=O | 5
CC(C)Cc1ccc(S(=O)(=O)N2c3cc(F)ccc3CCC2C)cc1 (configuration not stated) | -6
C[C@H](CO)N1C[C@H](C)[C@H](CN(C)C(=O)c2cccnc2)Oc2ncc(-c3ccccc3)cc2C1=O | -5
C[C@@H]1CN([C@@H](C)CO)C(=O)c2cc(NS(=O)(=O)c3ccc(F)cc3)ccc2O[C@@H]1CN(C)Cc1ccc2c(c1)OCO2 | -8
COc1ccccc1NC(=O)N(C)C[C@H]1OCc2cnnn2CCCC(=O)N([C@H](C)CO)C[C@@H]1C | 0

Compound | NSD2 block
Cc1ccc(S(=O)(=O)Nc2ccc3c(c2)C(=O)N([C@@H](C)CO)C[C@H](C)[C@H](CN(C)Cc2ccc(C(F)(F)F)cc2)O3)cc1 | -2
COc1ccc(CN(C)C[C@H]2Oc3ccc(NS(=O)(=O)c4ccc(Cl)cc4)cc3C(=O)N([C@H](C)CO)C[C@H]2C)cc1 | -6
C[C@H]1CCCCO[C@H](CN(C)S(=O)(=O)c2ccccc2)[C@@H](C)CN([C@@H](C)CO)C(=O)c2cc(NS(=O)(=O)c3cn(C)cn3)ccc2O1 | 2
C[C@@H]1CCCCO[C@H](CN(C)S(=O)(=O)c2ccc(Cl)cc2)[C@@H](C)CN([C@@H](C)CO)C(=O)c2cc(NC(=O)Cc3ccccc3)ccc2O1 | -2
Cc1noc(C)c1NC(=O)Nc1ccc2c(c1)C(=O)N([C@@H](C)CO)C[C@@H](C)[C@H](CN(C)C(=O)NC(C)C)O2 | 1
Cc1ccc(S(=O)(=O)Nc2ccc3c(c2)C(=O)N([C@@H](C)CO)C[C@H](C)[C@@H](CN(C)Cc2ccc(C(F)(F)F)cc2)OCCCC[C@H](C)O3)cc1 | -5
Cc1ccc(S(=O)(=O)N[C@@H](Cc2ccccc2)C(=O)NCCN=[N+]=[N-])cc1 | -4
COc1ccc(S(=O)(=O)Nc2ccc3c(c2)C(=O)N([C@H](C)CO)C[C@@H](C)[C@@H](CN(C)C)OCCCC[C@H](C)O3)cc1 | 3

Compound | NSD2 block
C[C@@H]1CCCCO[C@@H](CN(C)S(=O)(=O)c2ccc(F)cc2)[C@H](C)CN([C@H](C)CO)C(=O)c2cc(NC(=O)Cc3ccccc3)ccc2O1 | 3
CNC[C@H]1OCCCC[C@@H](C)Oc2ccc(N(C)C)cc2C(=O)N([C@@H](C)CO)C[C@H]1C | 0
C[C@H]1CN([C@@H](C)CO)C(=O)c2cc(NC(=O)CCCN(C)C)ccc2O[C@@H]1CN(C)C(=O)Nc1cccc2ccccc12 | 6
CC(C)CC#Cc1ccc2c(c1)O[C@@H](CN(C)Cc1ccccc1F)[C@@H](C)CN([C@@H](C)CO)S2(=O)=O | 0
C[C@@H]1CN([C@@H](C)CO)C(=O)Cc2cc(NC(=O)Nc3ccc4c(c3)OCO4)ccc2O[C@H]1CN(C)C(=O)NC1CCCCC1 | i
COc1ccc(NC(=O)N(C)C[C@H]2Oc3ccc(NC(=O)CCN4CCOCC4)cc3C(=O)N([C@@H](C)CO)C[C@@H]2C)cc1 | 2
O=C1O[C@@H](c2ccccc2)[C@@H](c2ccccc2)N2[C@@H](c3ccc(O)cc3)[C@]3(C(=O)Nc4ccc(C#CC5(O)CCCCCC5)cc43)[C@@H](C(=O)N3CCN(c4ncccn4)CC3)[C@H]12 | -8
C[C@H](CO)N1C[C@H](C)[C@@H](CN(C)Cc2ccc3c(c2)OCO3)OCCCC[C@H](C)Oc2ccc(NC(=O)c3ccncc3)cc2C1=O | 1

Compound | NSD2 block
C[C@H]1CCCCO[C@@H](CN(C)Cc2ccc(C(F)(F)F)cc2)[C@@H](C)CN([C@@H](C)CO)C(=O)c2cc(NS(=O)(=O)c3cccs3)ccc2O1 | -2
COc1ccc(S(=O)(=O)N(C)C[C@@H]2Oc3c(NC(=O)c4cnccn4)cccc3C(=O)N([C@H](C)CO)C[C@H]2C)cc1 | 1
Cc1ccc(S(=O)(=O)N(C)C[C@H]2Oc3ccc(NS(=O)(=O)c4ccc(F)cc4)cc3C(=O)N([C@@H](C)CO)C[C@@H]2C)cc1 | 6
Cc1ccccc1-c1cnc2c(c1)C(=O)N([C@H](C)CO)C[C@H](C)[C@H](CN(C)Cc1cccnc1)O2 | -2
C[C@H]1CN([C@@H](C)CO)C(=O)c2cc(NC(=O)CCCCCC(=O)Nc3ccccc3N)ccc2O[C@H]1CN(C)CC1CCCCC1 | -1
COc1ccc(NC(=O)N(C)C[C@@H]2OCCCC[C@@H](C)Oc3ccc(NC(=O)NC4CCCCC4)cc3C(=O)N([C@@H](C)CO)C[C@H]2C)cc1 | -6
C[C@@H]1CN([C@H](C)CO)S(=O)(=O)c2ccc(C#CC3CC3)cc2O[C@@H]1CN(C)Cc1ccccc1F | -2
C[C@H]1CN([C@@H](C)CO)C(=O)Cc2cc(NS(=O)(=O)c3ccc(F)cc3)ccc2O[C@@H]1CN(C)C(=O)Nc1ccc(F)cc1 | 1

Compound | NSD2 block
Cc1ccc(S(=O)(=O)N[C@@H]2CCCN(Cc3ccc(OCCO)cc3)C2)cc1 | 2
NNC(=O)CCn1c(-c2ccccc2)c(-c2ccccc2)c2ccccc21 | -8
C[C@@H](NC(=O)C[C@H]1C[C@@H]2c3cc(NC(=O)CC4CC4)ccc3O[C@@H]2[C@@H](CO)O1)c1ccccc1 | -5
C[C@H]1CN([C@@H](C)CO)C(=O)Cc2cc(NC(=O)CCN3CCOCC3)ccc2O[C@@H]1CN(C)Cc1ccc(C(=O)Nc2ccccc2N)cc1 | 1
C[C@H](CO)N1C[C@H](C)[C@@H](CN(C)CC2CCCCC2)Oc2c(NC(=O)CCCCCC(=O)Nc3ccccc3N)cccc2C1=O | 4
C[C@H]1CN([C@@H](C)CO)C(=O)c2cc(NC(=O)Nc3ccc(F)cc3)ccc2O[C@H]1CN(C)Cc1ccc(C(=O)Nc2ccccc2N)cc1 | -2
CC(C)OC(=O)N(C)C[C@H]1OCc2cnnn2CCCC(=O)N([C@@H](C)CO)C[C@H]1C | i
COCCNC(=O)C[C@@H]1C[C@H]2c3cc(NC(=O)Nc4ccc(OC)cc4)ccc3O[C@H]2[C@H](CO)O1 | 0

Compound | NSD2 block
C[C@H](CO)N1C[C@H](C)[C@H](CN(C)C(=O)c2ccccn2)Oc2ncc(C#Cc3ccccc3)cc2C1=O | 1
C[C@@H]1CN([C@H](C)CO)C(=O)c2cccc(NC(=O)c3cnccn3)c2O[C@H]1CN(C)CC1CC1 | 6
Cc1ccc(-c2cnc3c(c2)C(=O)N([C@@H](C)CO)C[C@H](C)[C@@H](CN(C)C(=O)Cc2ccncc2)O3)cc1 | -12
C[C@@H]1CN([C@@H](C)CO)C(=O)c2cccc(NC(=O)CCCCCC(=O)Nc3ccccc3N)c2O[C@H]1CN(C)S(=O)(=O)c1ccc(F)cc1 | -1
C[C@@H]1CN([C@@H](C)CO)S(=O)(=O)c2ccc(-c3ccccc3)cc2O[C@@H]1CN(C)Cc1ccccc1 | -3
C[C@@H]1CN([C@@H](C)CO)C(=O)Cc2cc(NC(=O)c3ccncc3)ccc2O[C@H]1CN(C)S(=O)(=O)c1cccs1 | 3
COc1ccccc1C#Cc1cnc2c(c1)C(=O)N([C@@H](C)CO)C[C@@H](C)[C@H](CN(C)C(=O)CN(C)C)O2 | 12
C[C@@H]1CN([C@@H](C)CO)C(=O)c2c(c3ccccc3n2C)-c2ccccc2CO[C@H]1CN(C)C(=O)[C@@H](Cc1ccccc1)N(C)C | 17

Compound | NSD2 block
C[C@@H]1CN([C@H](C)CO)C(=O)Cc2cc(NC(=O)Nc3ccc4c(c3)OCO4)ccc2O[C@@H]1CN(C)C(=O)Nc1cccc2ccccc12 | 0
COCCCN1C(=O)[C@@]2(Cc3ccccc31)c1ccccc1C(=O)N(C1CCCCC1)[C@H]2c1ccc(CO)cc1 | 23
CC(C)CC#Cc1cnc2c(c1)C(=O)N([C@@H](C)CO)C[C@@H](C)[C@H](CN(C)C(=O)c1ccc3c(c1)OCO3)O2 | -5
C[C@H]1CN([C@@H](C)CO)C(=O)Cc2cc(NC(=O)c3ccncc3)ccc2O[C@@H]1CN(C)C(=O)Nc1cccc2ccccc12 | 17
C[C@H]1CN([C@@H](C)CO)C(=O)c2cc(C#Cc3ccc(F)cc3)cnc2O[C@H]1CN(C)S(C)(=O)=O | 1
C[C@@H]1CN([C@H](C)CO)C(=O)c2cccc(NC(=O)c3ccncc3)c2O[C@H]1CN(C)Cc1ccc(Cl)c(Cl)c1 | 12
C/C(=C\Cc1c(O[C@@H]2O[C@H](CO)[C@@H](O)[C@H](O)[C@H]2O)ccc2ccc(=O)oc12)CO | 3
CCC(=O)N(C)C[C@H]1Oc2ncc(C#CCc3ccccc3)cc2C(=O)N([C@H](C)CO)C[C@@H]1C | -1

Compound | NSD2 block
C[C@@H]1CN([C@H](C)CO)C(=O)c2cc(NC(=O)CCC(F)(F)F)ccc2O[C@@H]1CN(C)S(C)(=O)=O | 3
CCOC(=O)C(C(=O)Nc1ccc(Br)cc1)C1CCCCC1 (configuration not stated) | -1
Cc1noc(C)c1NC(=O)N(C)C[C@@H]1OCCCC[C@@H](C)Oc2ccc(NC(=O)Cc3ccccc3)cc2C(=O)N([C@@H](C)CO)C[C@@H]1C | 0
COc1ccc(CN(C)C[C@@H]2OCCCC[C@@H](C)Oc3ccc(NS(=O)(=O)c4ccc(Cl)cc4)cc3C(=O)N([C@H](C)CO)C[C@H]2C)cc1 | 0
CCCCCCCCCCCC1C(=O)C(=O)CC(=O)C1=O | 32
C[C@@H]1CN([C@@H](C)CO)S(=O)(=O)c2ccc(-c3cccc(F)c3)cc2O[C@H]1CN(C)C(=O)C1CC1 | 3

# A portion of the library. The share of hits here may be higher or lower than overall.
